Screening results deposited in PubChem by National Center for Advancing Translational Sciences (NCATS).
MLL CXXC-DNA inh: blocks binding of human MLL CXXC domain to DNA; Q03164; MLL-CXXC / FITC-HOXA9 DNA fluorescence polarization; Potency, µM (series often up to 115 µM), for the others: at the top dose activity change, negative = inhibition, usual class: inhibitors; 290,000 tested, 0.037% active; AID 2662; active means well fitted inhibition curve with a large enough effect in the polarisation, with a control signal flat, not every such curve was filed as active; inconclusive means small, poorly fitted or top-dose-only effect, or effect the other way, or a change in a side signal; inactive means no such curve, though single readings can be large or run the other way; the % refers to the polarisation; further: potency means the concentration at half of the fitted maximal effect
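Purified MLL-CXXC (added from a 7 uM solution) was preincubated 5 min at ambient with pinned compounds in 50 mM Tris-HCl pH 7.5, 50 mM NaCl, 1 mM DTT, 0.05% BSA. Fluorescein-labeled HOX-A9 DNA (50 nM solution) followed, 30 min, then polarization read.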
KCNH2 WT inh: inhibitors of human wildtype KCNH2 potassium channel; U2OS, BacMam KCNH2, thallium flux FluxOr; hits give low values; AID 720551; 340,000 tested, 0.37% active; Q12809; activity change, % at 1.84 µM;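 active means maximum activity change below -70%; inconclusive means maximum activity change between -70% and -50%; inactive means maximum activity change above -50%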; further: on the % scale 0 is the no-effect control and ±100 the full control effect
Target sequence (Q12809 whole entry, looked up): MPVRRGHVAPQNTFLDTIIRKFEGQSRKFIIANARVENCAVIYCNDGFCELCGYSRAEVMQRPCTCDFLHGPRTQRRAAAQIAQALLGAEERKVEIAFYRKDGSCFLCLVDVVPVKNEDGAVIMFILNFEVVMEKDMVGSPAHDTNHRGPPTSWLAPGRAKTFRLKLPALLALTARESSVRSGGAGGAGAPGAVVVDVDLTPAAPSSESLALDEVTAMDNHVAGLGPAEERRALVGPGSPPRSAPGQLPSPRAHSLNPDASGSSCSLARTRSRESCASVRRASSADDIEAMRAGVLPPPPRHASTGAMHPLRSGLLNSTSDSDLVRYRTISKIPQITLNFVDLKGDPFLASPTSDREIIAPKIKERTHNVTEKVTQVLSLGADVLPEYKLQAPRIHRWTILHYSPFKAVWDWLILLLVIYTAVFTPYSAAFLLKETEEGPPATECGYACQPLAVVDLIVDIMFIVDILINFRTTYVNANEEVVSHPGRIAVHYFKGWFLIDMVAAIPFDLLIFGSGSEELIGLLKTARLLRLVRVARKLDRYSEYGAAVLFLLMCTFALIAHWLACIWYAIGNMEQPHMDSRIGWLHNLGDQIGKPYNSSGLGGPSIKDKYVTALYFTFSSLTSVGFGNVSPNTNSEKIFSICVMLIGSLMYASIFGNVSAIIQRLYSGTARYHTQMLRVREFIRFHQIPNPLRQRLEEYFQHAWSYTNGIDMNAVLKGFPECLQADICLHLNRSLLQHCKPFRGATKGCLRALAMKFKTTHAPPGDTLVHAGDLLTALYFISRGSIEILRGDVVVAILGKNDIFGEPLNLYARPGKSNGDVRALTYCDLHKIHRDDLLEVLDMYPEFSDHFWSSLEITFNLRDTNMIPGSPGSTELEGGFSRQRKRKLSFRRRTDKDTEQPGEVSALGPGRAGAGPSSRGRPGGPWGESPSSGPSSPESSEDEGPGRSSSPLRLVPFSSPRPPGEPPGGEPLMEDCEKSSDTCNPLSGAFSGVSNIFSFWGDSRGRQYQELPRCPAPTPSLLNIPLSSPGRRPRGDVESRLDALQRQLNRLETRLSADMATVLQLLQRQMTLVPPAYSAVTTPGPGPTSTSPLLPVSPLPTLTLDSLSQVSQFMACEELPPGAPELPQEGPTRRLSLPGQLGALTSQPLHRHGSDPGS
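U2OS cells were transduced with wild-type KCNH2 virus (2.03 x 10^8 / mL) for 4 h at room temperature, then cultured overnight at 37 C. Thallium flux was read with FluxOr dye. Rate constants were normalized to DMSO controls.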
GALK inh: galactokinase (human) inhibition; P51570; Purified GALK, Kinase-Glo residual ATP luminescence; Potency, µM (doses to about 57.5 µM), for inactives: top-dose activity change, negative = inhibition, most hits filed as inhibitors; 270,000 tested, 0.007% active; further: potency means the concentration at half of the fitted maximal effect; on the % scale 0 is the no-effect control and ±100 the full control effect
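Human GALK (5 nM) with 35 uM ATP and 100 uM galactose in 20 mM HEPES pH 8.0, 5 mM MgCl2, 60 mM NaCl, 1 mM DTT, 0.01% BSA. After 1 h at room temperature, leftover ATP was read by Kinase-Glo Plus luminescence.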
TRPV1 agonist: human TRPV1 agonism; 320,000 tested, 0.19% active; activation, % at 8.33 µM; TRPV1-expressing cells, Fluo-8 calcium influx, agonist mode; AID 540275; in the data active means activation above about 80%; inconclusive means between about 30% and that limit; further: 0% is about no effect
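Cells expressing TRPV1 were dye-loaded with Fluo-8 and read kinetically: 10 s baseline, 3 min after compound (agonist portion), then 2 min after EC20 capsaicin (allosteric enhancer portion). Calcium-bound dye fluorescence at 480/520 nm.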
PKM2 act: increases activity of human pyruvate kinase M2. purified PKM2, Kinase-Glo ATP luminescence, activation; response scale: 0% is enzyme alone, no compound. P14618. 260,000 tested, 0.34% active. AID 1631. Potency, µM (highest dose often 57.5 µM), without a hit: top-dose activation, actives largely listed as activators; further: potency means the concentration at half of the fitted maximal effect; on the % scale 0 is the no-effect control and ±100 the full control effect; nearly all actives have a fitted effect of over 55% in size
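Purified hPK-M2 (>95%) run at intermediate activity with 0.1 mM ADP and 0.5 mM PEP in 50 mM imidazole pH 7.2, KCl, MgCl2; 1 h room temperature. ATP formed read by Kinase-Glo luminescence; normalized to uninhibited and no-enzyme controls.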
Menin MLL FP TR: menin-MLL binding inhibition, Texas Red mutant peptide; O00255; Menin + Texas Red MLL mutant peptide, fluorescence polarization; Potency, µM (titrated, usually from 61.6 µM), without a hit: at the highest dose FP activity change, negative = inhibition, hits mostly inhibitors; 270,000 tested, 0.23% active; AID 1768; active means well fitted inhibition curve with a large enough effect in the polarisation, with a control signal flat, not every such curve was filed as active; inconclusive means small, poorly fitted or top-dose-only effect, or effect the other way, or a change in a side signal; inactive means no such curve, though single readings can be large or run the other way; the % refers to the polarisation; further: potency means the concentration at half of the fitted maximal effect; % of control where 0% means no effect; many of its hits are not listed in these tables
Giardia killer: kills Giardia lamblia; Giardia lamblia trophozoite viability; 340,000 tested, 0.15% active; activity change, % at 7.66 µM, hits read low; in the data active means activity change below about -80%; inconclusive means between about -30% and that limit;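 further: parasites exposed to compound for two days anaerobically before the ATP read; on the % scale 0 is the no-effect control and ±100 the full control effect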
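Luminescence from cellular ATP indicates surviving trophozoites (100 cells/well) following 48 hrs anaerobic compound treatment at 37 deg C; signal develops 15-30 min at room temperature.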
KCNH2 3.1 inh: blocks the human KCNH2 3.1 channel isoform | 340,000 tested, 0.95% active | U2OS KCNH2 3.1, thallium flux FluxOr; hits give low values | AID 720553 | activity change, % (tested at about 1.8 µM);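 active means maximum activity change below -70%; inconclusive means maximum activity change from -70% to -50%; inactive means maximum activity change above -50%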;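 further: thallium influx rate constant from kinetic fluorescence after stimulation buffer; on the % scale 0 is the no-effect control and ±100 the full control effect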
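Virally transduced U2OS (3.1 isoform, 4 h infection in dark at RT) → overnight 37 C → FluxOr + Red40 in HBSS/HEPES, 45 min → stimulation buffer, 2 min kinetic read → rate constant vs DMSO controls.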
USP2a inh: USP2a (human) protease inhibition. Potency, µM (doses to about 38.3 µM), for the others: top-dose activity change, negative = inhibition, usual class: inhibitors. O75604. AID 463254. USP2 core, Ub-CHOP2 coupled fluorogenic reporter, 485/531. 330,000 tested, 0.01% active;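 further: potency means the concentration at half of the fitted maximal effect; plate controls were DMSO wells for no effect and full inhibition by NEM control for full effect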
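USP2 core (10nM final) preincubated 30min RT with compound in 20mM Tris-HCl pH 8.0, 2mM CaCl2, 2mM beta-mercaptoethanol, 0.05% CHAPS; 25nM Ub-CHOP2 plus 25nM reporter substrate added, fluorescence (Ex485/Em531) read after 60min.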
Coupling enz: inhibits coupling enzyme system, counter-screen for aldolase hits | coupling enzyme system counterscreen, AmpLite Red fluorescence | activity change, negative = inhibition, % at 58.2 µM, hits read low | 290,000 tested, 0.67% active | AID 2472; in the data active means activity change below about -30%; further: on the % scale 0 is the no-effect control and ±100 the full control effect
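Counterscreen lacking aldolase: glyceraldehyde-3-phosphate coupling-enzyme reagent preincubated 10 min at RT with compound (at 57.5 uM final), then substrate/coupling system with AmpLite Red added; fluorescence read at 525/598 nm after 20 min RT.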
B2AR arrestin: agonists driving beta-arrestin recruitment to human beta2-adrenergic receptor | P07550 | beta-arrestin recruitment to beta2AR, cell-based reporter | Potency, µM (top dose mostly 46.1 µM), without a hit: top-dose activation, hits mostly activators | 330,000 tested, 0.02% active | AID 492947;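 further: potency means the concentration at half of the fitted maximal effect; 0% = DMSO controls and full agonism = EC100 isoproterenol or metaproterenol; nearly all actives have a fitted effect of over 65% in size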
* = called active by the depositor; i = inactive; ? = inconclusive; · = not tested or not shown; [ ] = remark or other dose. Unless noted, the call rests on the fitted dose curve; in most records, active means well fitted curve in the direction sought with a large enough effect; inconclusive means small, poorly fitted or top-dose-only effect, or another doubt; inactive means no such curve, though single readings can be large; an effect the other way counts as inactive or inconclusive.

SMILES	MLL CXXC-DNA inh	KCNH2 WT inh	GALK inh	TRPV1 agonist	PKM2 act	Menin MLL FP TR	Giardia killer	KCNH2 3.1 inh	USP2a inh	Coupling enz	B2AR arrestin
O=C(N[C@H]1C/C=C\C(c2cccc(F)c2)N(Cc2ccccc2)C(=O)C1)OCC1c2ccccc2-c2ccccc21 (stereo partly specified)	·	-9	·	·	·	·	-2	-16	0%	·	0.3%
CC(C(=O)c1c[nH]c(C(N)=O)c1)c1ncc(C(F)(F)F)cc1Cl (stereo unspecified)	10%	-4	10%	-2	·	-3%	1	-1	2%	0	-0.1%
Cc1ccccc1OCCCc1c(C)n[nH]c1C	-1%	6	0%	?	-1%	-20%	-4	4	4%	0	0.0%
c1ccc2c(c1)Cc1cc(CN3CCOCC3)ccc1-2	-2%	0	0%	-1	1%	7%	-13	-7	1%	-1	-0.1%
COC(c1ccccc1)c1nnc(CCC(=O)N2CCN(C3CCCC3)CC2)o1 (stereo unspecified)	14%	-2	-1%	-3	·	·	21	11	-4%	·	-0.1%
CCN(CC(=O)NCc1ccc(Cl)cc1)C(=O)c1cc(OC)cc(OC)c1	-8%	-11	5%	17	0%	6%	-10	-3	-7%	-3	-0.4%
O=C(CCl)N1CCN(CC(=O)N2CCCC2)CC1	-1%	0	·	-4	·	-22%	-14	-19	1%	2	-0.1%
O=C1CCCN1c1ncc(S(=O)(=O)c2ccc([N+](=O)[O-])cc2)s1	17%	0	10%	-3	·	?	-27	-13	-2%	-8	0.4%
O=C(c1ccco1)N1CCN(Cc2cc(=O)c(OCc3c(F)cccc3Cl)co2)CC1	·	6	·	1	·	·	-14	-3	1%	·	-0.7%
COc1ccc(Br)cc1CN(C)CC(=O)Nc1ccccc1Cl	6%	-2	2%	10	-5%	-12%	-1	-13	-1%	0	-0.6%
Cc1nn(C)c(C)c1NC(=S)Nc1ccc(S(=O)(=O)Nc2ncccn2)cc1	-2%	30	1%	19	-4%	4%	-15	10	1%	1	-0.2%
N#Cc1ccc(NC(=O)COC(=O)c2cccnc2Cl)cc1	·	-6	·	·	·	·	-18	1	6%	·	1.9%
C=C[C@@H]1c2ccccc2N(S(=O)(=O)c2ccc(C)cc2)[C@H](c2ccc(C(=O)OC)cc2)C1(C#N)C#N	·	-13	·	·	·	·	0	-7	-8%	·	-0.2%
O=C(CN1CCCC1=O)NC1(C(F)(F)F)NC(=O)N(Cc2ccccc2)C1=O (stereo unspecified)	13%	-4	3%	14	0%	-2%	-7	19	0%	1	0.0%
COc1cccc(C2NC(=O)c3sc(=S)n(-c4ccccc4)c3N2)c1 (stereo unspecified)	3%	7	0%	0	1%	?	-1	3	-1%	1	-0.1%
Cc1ccc(-n2nnnc2SCC(=O)N2CCc3ccccc3C2)c(C)c1	3%	-3	-3%	-6	0%	-17%	-5	-16	1%	-2	-1.0%
CCOC(=O)Cc1csc(NC(=O)CSc2nc(C)cc(C)n2)n1	·	3	·	·	·	·	6	-5	-1%	·	-0.2%
Cc1ccc(-c2ocnc2C(=O)Nc2ccccc2NC(=O)c2ccccn2)cc1	-4%	-2	1%	?	-2%	?	-18	-3	3%	1	9.1%
COc1cccc(NC(=O)c2ccc3c(O)c(S(=O)(=O)c4ccccc4)c(=O)[nH]c3c2)c1	2%	3	-1%	-1	·	44%[activator]	-2	9	2%	14	-0.5%
CC(C)CCN=Cc1c(O)n(-c2ccccc2)c(=O)c2ccccc12	0%	-5	3%	5	2%	8%	-15	-2	-7%	-8	-0.7%
CCOc1ccc(-n2cc(-c3ccccc3)c3c(=S)nc[nH]c32)cc1	2%	0	-2%	-9	·	?	13	11	-2%	1	0.6%
COc1cccc(CN(C)CC2CCCN(CCc3ccc(Cl)cc3)C2)c1OC (stereo unspecified)	-12%	43	2%	-2	-1%	?	-14	-32	0%	2	0.2%
CC(C)(C)OC(=O)NCCCCCc1nnc(SCc2cccc(F)c2)o1	3%	-1	4%	22	0%	·	10	12	0%	6	4.2%
Nc1nc(SCC(=O)C23CC4CC(CC(C4)C2)C3)n[nH]1	0%	-9	-4%	-1	4%	-3%	-8	-1	-3%	0	-0.1%
CCOC(=O)c1cc(CC)sc1NC(=O)COC(=O)c1cnccn1	·	12	·	-4	·	·	13	-17	1%	·	0.3%
NS(=O)(=O)c1ccc(CCNC(=O)COC(=O)Cc2ccc([N+](=O)[O-])cc2)cc1	·	-1	·	3	·	·	2	11	-1%	·	-0.5%
CN(C(=O)COC(=O)CN1C(=O)c2cccc([N+](=O)[O-])c2C1=O)c1ccccc1	·	-2	·	-3	·	·	-10	-5	2%	·	-0.3%
O=C(CSc1nnc(-c2ccc(Cl)cc2)o1)N1CCOCC1	3%	3	8%	0	3%	-16%	12	7	1%	-2	0.3%
O=C(NCC(=O)N1CCCC(C(F)(F)F)C1)c1ccc(Br)o1 (stereo unspecified)	·	3	·	2	·	·	-5	1	1%	·	-0.1%
CN(C)S(=O)(=O)c1cccc(NC(=O)CN2C(=O)NC(Cc3c[nH]c4ccccc34)C2=O)c1 (stereo unspecified)	6%	-1	5%	-1	-3%	19%	12	-3	2%	0	0.4%
Cc1ccccc1OCCC(=O)N1CCN(S(=O)(=O)c2ccc(F)cc2)CC1	1%	-2	-2%	?	28%	-3%	-16	1	3%	0	-0.5%
Cc1oc(S(=O)(=O)N(C)C)cc1C(=O)Nc1ccc(F)cc1	4%	3	·	10	-7%	·	15	18	0%	-1	-0.7%
CCn1c(=O)c2cc(C(=O)N(C)c3cc(C)ccc3OC)sc2c2ccccc21	-3%	-6	·	24	4%	·	11	1	0%	-1	-0.3%
CC(CCn1cccn1)NC(=O)CCc1nnc(CCc2ccccc2)o1 (stereo unspecified)	7%	-13	5%	-1	-2%	1%	-18	-5	1%	7	-0.1%
CC(C)c1ccc(NC(=O)C(c2ccccc2)N(Cc2ccco2)C(=O)CC2NC(=O)NC2=O)cc1 (stereo unspecified)	-5%	4	-4%	1	16%	?	-18	7	0%	2	0.3%
Cc1ccc2c(c1)/C(=C/c1ccccc1C)C(=O)N2	9%	-6	-2%	21	·	?	29	-13	-2%	-19	-0.3%
OCc1cc(Br)ccc1OCc1nc2ccccc2s1	3%	13	4%	1	2%	-22%	-5	-6	0%	0	-0.7%
COC(=O)c1sc(S(=O)(=O)NCCCN(C)C)c(C(=O)OC)c1C	1%	-11	0%	0	0%	-2%	-12	-3	3%	-3	-0.2%
COc1ccc(CN2C(=O)C(=O)N(CC(N)=O)C2=O)cc1	6%	12	-1%	1	-3%	3%	-15	5	8%	3	-0.3%
Cc1cc(-c2ccccc2)nc(N/N=C/c2cccnc2)n1	-2%	-14	3%	?	-5%	0%	-19	2	1%	0	0.0%
COc1cccc(CN(C(=O)c2ccccc2Br)C2CCS(=O)(=O)C2)c1 (stereo unspecified)	-13%	-15	-5%	-1	·	·	-27	8	0%	·	0.5%
O=C1C(C2=NC(c3ccccn3)C3C(=O)N(c4ccc(OC(F)(F)F)cc4)C(=O)C23)=C(O)c2ccccc21 (stereo unspecified)	0%	-4	0%	1	-5%	·	-13	-20	1%	-2	-0.6%
O=C(C1CC1)N1N=C(C2CCCCC2)CC1(O)C(F)(F)F (stereo unspecified)	4%	i	7%	-3	-2%	?	-11	3	-1%	3	-0.2%
Cc1cc(NC(=O)CSc2nnc(-c3cccs3)n2N)no1	-16%	-1	4%	-2	-1%	-19%	9	-15	-1%	-7	0.4%
CNC(=O)c1ccsc1NC(=O)c1ccc(S(=O)(=O)N2CCc3ccccc32)cc1	1%	4	·	0	-1%	?	-10	-8	-9%	-3	0.0%
CCn1c2ccccc2c2cc(NC(=O)c3ccco3)ccc21	14%	-12	-2%	?	1%	?	14	-4	-1%	-7	0.1%
COc1ccc(-c2nnn(CC(=O)c3ccccc3)n2)cc1OC	7%	1	-2%	·	-2%	-10%[11.7 µM]	-10	17	-8%	-3	0.3%
Cc1cc(C2=NNC(=NCCc3ccccc3)SC2)c(C)n1-c1c(C)n(C)n(-c2ccccc2)c1=O	-3%	4	-2%	1	-4%	·	-12	15	4%	-3	9.1%
CCCNC(=O)COC(=O)/C(C#N)=C/c1cc(C)n(CCC)c1C	-2%	16	7%	17	10%	?	5	6	2%	0	0.0%

Not all compounds are listed; the hit share may differ from the screen's.
